# DENV2 CPE rescue = DENV2-induced cell death inhibition | DENV2-infected cells, cytopathic effect rescue, plate reader | CPE inhibition, % at 9.99 µM | AID 651640 | actives 1.7% (n = 350,000); in the data active = CPE inhibition above about 20%, passing the limit was not always enough; inconclusive = no clear call, values can overlap the other calls; tested in BHK-21 cells;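 note: 0% = median of neutral control wells and 100% = median of positive control wells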
# EWS-Fli block = EWS/Fli transcriptional activity inhibition; A673 NR0B1-luciferase reporter, viability-normalised; inhibition, % at 12.6 µM; actives 0.67% (n = 350,000); AID 651661;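 active = mean inhibition of at least 50% after viability correction, with every replicate also passing that limit; inconclusive = mean reaches 50% but only one of two replicates passes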;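 note: firefly luciferase signal divided by Alamar Blue viability fluorescence both relative to DMSO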
# miR-122 sensor = miR-122 inhibition in Huh7 cells | actives 0.3% (n = 340,000) | activation (reporter increase), % at 12.5 µM | Huh7 miR-122 Renilla luciferase sensor, 48 h; neutral wells = 0, positive control = 100;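 active = mean replicate activation score at least 90 and every replicate individually at or above 90; inconclusive = only one of the two criteria met; inactive = neither criterion met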;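 note: higher luciferase means less miR-122 activity so hits act as miR-122 inhibitors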
# PAX8 reporter = PAX8 transcriptional activity inhibition; actives 1.2% (n = 360,000); RMG-I TPO-luciferase reporter, SteadyGlo, 24 h; inhibition, % at 12.6 µM;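 active = mean replicate inhibition at least 60% with every replicate also reaching 60%; inconclusive = only one of the two criteria is met; inactive = mean below 60% and not all replicates reaching 60%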;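 note: luciferase light reporting Pax8 driven TPO promoter activity; plate controls were median of neutral control wells for no effect and mitoxantrone controls for full effect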
# F508del corr = CFTR F508del correction in bronchial cells; AID 720511; CFBE cells, YFP halide quenching; stimulated with forskolin plus potentiator P3; % fluorescence drop versus neutral controls; actives 0.36% (n = 350,000); activity (quench increase), % at 7.58 µM;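 active = mean added fluorescence quench of at least 8% versus neutral control, with both replicates also reaching 8%; inconclusive = only one of the mean or replicate conditions met; inactive = mean below 8% and not both replicates reaching 8%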;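 note: cells transiently co-express mutant CFTR-F508del with the halide-sensitive YFP; corrector assay measuring rescue of mutant channel to the surface after 24 h compound exposure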
# GSIS activator = primary screen for activators of insulin secretion dependent on glucose, INS-1E cells, GLuc reporter luminescence. INS-1E GLuc reporter insulin secretion, 2-3 h. activation, % at 16.6 µM. actives 0.61% (n = 370,000). AID 743287;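 active = lowest replicate activation of at least 40%, so every replicate reaches that level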;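 note: 0% = median of neutral control wells and 100% = median of IBMX positive control wells; some compounds called inactive have numbers as strong as hits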
# FN deposit inh = fibronectin deposition inhibition | AH1F fibroblasts, Alexa488-fibronectin deposition fluorescence, overnight | inhibition, % at 12.6 µM | actives 0.086% (n = 350,000) | AID 743247;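 active = mean inhibition across replicates of 30% or more, regardless of how many single replicates reach that level; inconclusive = mean under 30% yet at least half of replicates reach 30%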;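 note: positive control wells lacked labelled fibronectin entirely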
#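 Material – AH1F fibroblast monolayer, labelled fibronectin deposition · Reagent – labelled fibronectin 24 nM · Timing – 1 h adhesion, overnight exposure · Measured by – fluorescence at 485 nm excitation, 525 nm emission · Read-out – inhibition of fibronectin deposition signal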
# * hit, by the source's call; ? = inconclusive; · = not tested or not shown; & = joins results of further samples; [ ] = remark or other dose.
SMILES,DENV2 CPE rescue,EWS-Fli block,miR-122 sensor,PAX8 reporter,F508del corr,GSIS activator,FN deposit inh
CCc1nnc(N/N=C/c2ccc(-c3ccc([N+](=O)[O-])cc3)o2)n1N,3,-13,-1,-15,-0.7,-18,-5
Cn1cc([N+](=O)[O-])c(C(=O)Nc2ccc3nc(-c4ccccc4)[nH]c3c2)n1,·,-260,8,38,-5.4,6,-6
O=C(NNC(=O)C12CC3CC(CC(C3)C1)C2)c1cccc(O)c1,2,7,·,?,-0.3,5,-1
Cc1ccc(S(=O)(=O)Nc2ccc3c(c2)CC(=O)N([C@@H](C)CO)C[C@@H](C)[C@H](CN(C)S(=O)(=O)c2ccc(F)cc2)O3)cc1,-8,-1,-13[16.7 µM],3,-0.8,-5,·
O=C(CSc1ccc2nnc(-c3cccs3)n2n1)N1CCOCC1,1,6,-6,3,0.5,1,28
CNC[C@@H]1Oc2ccc(NC(=O)Cn3cnnn3)cc2CC(=O)N([C@H](C)CO)C[C@H]1C,9,-3,-3[16.7 µM],1,0.2,8,1
CCOCCCN(Cc1ccco1)C(=O)c1cc2c(=O)[nH]c3ccc(C)cc3c2s1,4,-1,-6,19,2.3,-24,-5
O=C(NCc1ccccc1)C1c2ccccc2OCC(=O)N1CCc1ccccc1 (stereo not drawn),-1,1,·,18,0.6,-11,-2
O=C(C1CCCCC1)N1CC(=O)N2[C@H](CO)[C@@H](c3ccc(C#Cc4cccc(F)c4)cc3)[C@H]2C1,1,·,·,·,4.1,-15,·
CCOc1ccc(NC(=O)C(=O)N/N=C/c2ccccc2F)cc1,-1,3,·,5,-0.1,2,10
O=C(Nc1nnc(-c2ccccc2)o1)c1cc(-c2cccs2)nc2ccccc12,-13,4,4,16,0.8,·,-3
C[C@@H]1CN([C@H](C)CO)C(=O)c2cc(NC(=O)Cc3ccccc3)ccc2O[C@@H]1CN(C)S(=O)(=O)c1cn(C)cn1,4,-6,-8[16.7 µM],·,-1.5,14,6
COCCn1c(CCC(=O)O)ccc1-c1cccs1,0,10,·,-7,2.2,4,-5
COC(=O)Nc1nnc(COc2cccc(C)c2)s1,2,0,·,-14,1.8,-14,1
Cn1cccc1/C=N/n1c(-c2ccco2)n[nH]c1=S,·,·,·,7,·,4,0

# Ordered by formula weight (lowest first): 12 of the compounds above.
SMILES,DENV2 CPE rescue,EWS-Fli block,miR-122 sensor,PAX8 reporter,F508del corr,GSIS activator,FN deposit inh
Cn1cccc1/C=N/n1c(-c2ccco2)n[nH]c1=S,·,·,·,7,·,4,0
COCCn1c(CCC(=O)O)ccc1-c1cccs1,0,10,·,-7,2.2,4,-5
O=C(NNC(=O)C12CC3CC(CC(C3)C1)C2)c1cccc(O)c1,2,7,·,?,-0.3,5,-1
CCOc1ccc(NC(=O)C(=O)N/N=C/c2ccccc2F)cc1,-1,3,·,5,-0.1,2,10
CCc1nnc(N/N=C/c2ccc(-c3ccc([N+](=O)[O-])cc3)o2)n1N,3,-13,-1,-15,-0.7,-18,-5
O=C(CSc1ccc2nnc(-c3cccs3)n2n1)N1CCOCC1,1,6,-6,3,0.5,1,28
Cn1cc([N+](=O)[O-])c(C(=O)Nc2ccc3nc(-c4ccccc4)[nH]c3c2)n1,·,-260,8,38,-5.4,6,-6
O=C(NCc1ccccc1)C1c2ccccc2OCC(=O)N1CCc1ccccc1 (stereo not drawn),-1,1,·,18,0.6,-11,-2
CCOCCCN(Cc1ccco1)C(=O)c1cc2c(=O)[nH]c3ccc(C)cc3c2s1,4,-1,-6,19,2.3,-24,-5
CNC[C@@H]1Oc2ccc(NC(=O)Cn3cnnn3)cc2CC(=O)N([C@H](C)CO)C[C@H]1C,9,-3,-3[16.7 µM],1,0.2,8,1
C[C@@H]1CN([C@H](C)CO)C(=O)c2cc(NC(=O)Cc3ccccc3)ccc2O[C@@H]1CN(C)S(=O)(=O)c1cn(C)cn1,4,-6,-8[16.7 µM],·,-1.5,14,6
Cc1ccc(S(=O)(=O)Nc2ccc3c(c2)CC(=O)N([C@@H](C)CO)C[C@@H](C)[C@H](CN(C)S(=O)(=O)c2ccc(F)cc2)O3)cc1,-8,-1,-13[16.7 µM],3,-0.8,-5,·

# (list continues)
SMILES,DENV2 CPE rescue,EWS-Fli block,miR-122 sensor,PAX8 reporter,F508del corr,GSIS activator,FN deposit inh
CCn1cc([N+](=O)[O-])c(C(=O)N2CCN(C(=O)c3ccco3)CC2)n1,·,·,5,-3,·,13,6
Cc1ccc2c(c1)NCC(C(=O)NCc1ccccc1)O2 (stereo not drawn),-6,-5,-6,-2,2.5,·,-8
O=C1C(=O)c2ccccc2C(O)=C1c1ccccc1F,1,-1,3,16,0.4,·,-9
CCOc1ccccc1NC(=O)c1cccc(NC(=O)CC(c2ccccc2)c2ccccc2)c1,2,-3,0,·,0.9,8,·
CSc1nc2ccc(NC(=O)NC(=O)c3c(F)cccc3F)cc2s1,-3,-56,·,-33,0.8,·,-2
CC(C)NC(=O)N[C@@H]1C=C[C@@H](CC(=O)NCCCN(C)C)O[C@H]1CO,8,2,-2[16.7 µM],-7,0.0,11,-9
CO[C@H]1CN(C)C(=O)c2ccc(NC(=O)Nc3cc(F)ccc3F)cc2OC[C@H](C)NC[C@H]1C,5,-6,4[16.7 µM],·,3.1,-10,10
Cc1cc(-c2nc(C)c(C(=O)NNS(=O)(=O)c3ccc(Cl)cc3Cl)s2)no1,1,-11,-1,-44,-0.5,·,-7
CCOC(=O)CNC(=O)CN1CCCN(S(=O)(=O)c2ccc(Br)s2)CC1,·,·,1,15,·,·,-2
COc1ccc([N+](=O)[O-])cc1N(CC(O)CN(CC(C)C)CC(C)C)S(=O)(=O)c1ccccc1 (stereo not drawn),6,8,31,·,-0.7,-12&-56,·
CCC1=NN(C(=O)c2cccnc2)C(O)(C(F)(F)F)C1 (stereo not drawn),·,·,·,-13,·,9,4
COc1ccc(NC(=O)N2CC(=O)N3[C@H](CO)[C@@H](c4ccc(C#CCC5CCCC5)cc4)[C@@H]3C2)cc1,9,·,·,·,1.4,24,·
Cc1ccccc1-c1nnc(SCC(=O)Nc2ccc(Cl)cc2)n1N,·,·,6,-15,·,·,-6
Nc1nc(SCC(=O)Nc2cc(C(F)(F)F)ccc2Cl)[nH]c(=O)c1NC(=O)c1ccco1,-2,2,-4,-1,2.7,-1,-1
C[C@@H]1CN([C@@H](C)CO)C(=O)c2cc(-c3ccncc3)cnc2O[C@H]1CN(C)C(=O)Cc1cccnc1,-3,-24,-5[16.7 µM],-3,-1.7,9,-9
COc1ccc(NC(=O)C2CCC(CNS(=O)(=O)c3csc(C(N)=O)c3)CC2)cc1OC (stereo not drawn),6,·,-2,-3,0.8,10,8
CC(=O)Nc1cncc(-c2cccc(S(C)(=O)=O)c2)n1,0,-5,0,12,1.1,·,·
CC(C)(O)C#Cc1ccc([C@@H]2[C@H](CO)N3CCCCN(C(=O)c4ccc(F)cc4)C[C@@H]23)cc1,2,-10,15[16.7 µM],0,0.4,0,·
CCCc1c(C(=O)N/N=C/c2cccs2)nnn1-c1nonc1N,-1,-13,9,-7,1.7,6,8
COc1ccc(OC)c(S(=O)(=O)N2CCN(CC(O)CN3CCOCC3)CC2)c1 (stereo not drawn),-2,1,-3,0,1.5,·,0
O=[N+]([O-])c1ccc(NC(=S)N2CCc3ccccc3C2)cc1,8,4,-25,24,·,5,-2
C[C@@H]1CN([C@H](C)CO)S(=O)(=O)c2ccc(-c3cccnc3)cc2O[C@@H]1CN(C)C,-5,-9,-6[16.7 µM],·,-2.6,13,6
CCC(=O)n1nc(-c2ccc(Cl)cc2)nc1SC,·,·,-4,-156,·,·,5
C=CCOc1cccc(/C=N/NC(=O)CC(=O)NC2CCCCC2)c1,6,-3,-3,·,1.1,·,-2
Cc1cccc(Oc2ccc(S(=O)(=O)N3CCCCC3)cc2N)c1,2,10,·,24,3.5,5,7
CC(C)N1CCN(Cc2cccc(-n3cccn3)c2)CC1CCO (stereo not drawn),-7,8,-1,-1,-0.9,11,10
C[C@@H]1CN([C@@H](C)CO)C(=O)c2cc(Br)cnc2O[C@H]1CN(C)C(=O)C1CCC1,·,-7,-4[16.7 µM],·,-2.2,10,·
CC(C)=C[C@H]1C[C@H](C)[C@H]2CC[C@H](C)c3c(O)c(O[C@H]4OC[C@H](O)[C@@H](O)[C@@H]4O)c(C)c1c32,0,10,-3,·,-3.9,·,·
C[C@H]1CN([C@@H](C)CO)C(=O)c2cc(/C=C/c3ccccc3)cnc2O[C@H]1CN(C)Cc1ccc2c(c1)OCO2,17,12,-1[16.7 µM],·,-3.6,-11,-8
CCNC(=O)C[C@H]1CC[C@@H]2[C@H](COC[C@H](O)CN2Cc2ccc(Cl)c(Cl)c2)O1,82*,9,-2[16.7 µM],24,2.2,-6,-13
CCOC(=O)N1CCN(C(=O)/C(=C/c2ccc(Br)cc2)NC(=O)c2ccc(OC)cc2)CC1,2,2,8,33,·,-7,-3
COc1ccc(N(CC(=O)Nc2cc(C(=O)O)ccc2C)S(=O)(=O)c2c(C)noc2C)cc1,·,·,0,11,·,·,6
O=C(O)C[C@@H]1CC[C@@H](NC(=O)Nc2ccccc2)[C@H](CO)O1,1,4,·,-7,-4.0,-9,-4
Cc1cc2nc(-c3ccc(SCc4ccc(C#N)cc4)nc3)[nH]c2cc1C,20,-25,-4,·,-2.6,-11,·
CC(=O)Nc1cccc(-c2cc3nc(NCc4cccnc4)n(C)c(=O)c3s2)c1,4,-14,-9,-24,-2.0,·,7
O=S(=O)(Cc1ccccc1)NCC[C@H]1CC[C@H](NS(=O)(=O)c2ccccc2)[C@@H](CO)O1,3,8,·,-6,1.4,9,·
COCCSc1ccccc1C(=O)NCc1ccco1,·,·,-4,·,·,18,7
Cc1cc(C)c(NC(=O)CN2CCN3CCCC3C2)c(C)c1 (stereo not drawn),·,9,-5,-4,-1.9,·,-8&-9
O=[N+]([O-])c1c(O)c(Cl)cc(Cl)c1Cl (tested in a mixture with another compound),-5,1,-8,-6,-1.3,-31,4
CCOC(=O)C1(Cc2cccc(Cl)c2)CCCN(C(=O)CN2C(=O)CSC2=O)C1 (stereo not drawn),-7,-24,·,·,-2.2,-12,5
O=C(COC(=O)COc1ccc(Cl)cc1)NCCNC(=O)COC(=O)COc1ccc(Cl)cc1,1,3,0,7,1.5,15,2
Cc1ccc(S(=O)(=O)NCC[C@H]2CC[C@H](NC(=O)c3cccc(F)c3)[C@H](CO)O2)cc1,1,-5,·,8,-1.4,-2,·
NS(=O)(=O)c1ccc(NC(=S)N2CCN(c3ccc(Cl)c(Cl)c3)CC2)cc1,·,·,-3,48,·,108*,0
CCC(CO)[n+]1c(C)cc(/C=C2\Sc3ccccc3N2Cc2ccccc2)cc1C (stereo not drawn),·,?,-4,34,-1.8,7,-13
CS(=O)(=O)N(CC(=O)N1CCc2ccccc2C1)c1cccc([N+](=O)[O-])c1,-2,-15,4,24,1.8,-4,1
CO[C@@H]1CN(C)C(=O)c2ccc(NC(=O)c3ccc(F)cc3)cc2OC[C@@H](C)NC[C@@H]1C,-2,·,·,·,-1.4,5,2
CCCC1(C2CCCC2)NC(=O)NC1=O (stereo not drawn),-7,11,-6,-10,1.3,-4,5
C[C@H](NC(=O)C[C@H]1C=C[C@H](NC(=O)C2CCC2)[C@@H](CO)O1)c1ccccc1,-4,-3,·,4,-5.0,9,-10
O=C(NCC(c1cccs1)N1CCOCC1)c1cc(=O)[nH]c2ccccc12 (stereo not drawn),1,-3,-6,8,-2.0,15,0
COc1ccccc1CNC(=O)C(CCSC)NC(=O)c1cccc(S(=O)(=O)N2CCOCC2)c1 (stereo not drawn),12,8,-1,4,3.3,-3,0

# Compound activity as filed in PubChem.
